Assay outcomes as filed in PubChem BioAssay.
TrxR1 substrate: rat thioredoxin reductase 1 substrate activity; actives 0.01% (n = 390,000); purified TrxR1 substrate turnover, NADPH consumption readout; O89049; Potency, µM (top dose mostly 114 µM), without a hit: at the highest dose activity change, negative = substrate turnover; further: potency means the concentration at half of the fitted maximal effect; on the % scale 0 is the no-effect control and ±100 the full control effect; nearly all actives have a fitted effect of over 50% in size
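Rat TrxR1, dispensed at 90 nM, was prereduced with 400 uM NADPH (final) for 5 min at ~22 deg C, then incubated with compound 15 min before 400 uM selenite. A first-read NADPH fluorescence drop versus no-compound background flagged substrates.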
TRHR PAM: TRH receptor (human) allosteric enhancement; P34981; TRHR cells, fluo-8 calcium fluorescence, EC20 TRH enhancement; enhancement, % at 2 µM; actives 0.66% (n = 360,000); AID 493056; in the data active means enhancement above about 30%; further: 0% is about no effect
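Enhancer read-out: after compound pinning and an initial kinetic agonist-mode read, an EC20 of TRH (10 nM final) was injected and fluo-8 calcium signal (Ex 480/Em 530) followed at 1 s/cycle for 100 cycles in TRHR-expressing cells.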
TRHR ag: agonists of human TRH receptor | P34981 | AID 493084 | activation, % at 2 µM | TRHR cells, calcium flux fluo-8, FDSS agonist mode | actives 0.18% (n = 360,000); in the data active means activation above about 30%; further: 0% is about no effect
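Agonist-mode FDSS calcium read (Ex 480/Em 530, 1 s cycles) in 1536-well TRHR cells with fluo-8 dye, after 10-cycle baseline and 23 nL compound addition; TRH at EC20 (10 nM final) added afterwards for the enhancer phase.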
rTrxR1 inhibitor: blocks rat thioredoxin reductase 1; O89049; recombinant rTrxR1, NADPH fluorescence consumption, selenite substrate; Potency, µM (series often up to 114 µM), without a hit: at the highest dose activity change, negative = inhibition, most hits filed as inhibitors; actives 1% (n = 390,000); further: potency means the concentration at half of the fitted maximal effect; on the % scale 0 is the no-effect control and ±100 the full control effect; nearly all actives have a fitted effect of over 65% in size
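Rat TrxR1 (90 nM in the dispensed reagent) was pre-reduced with 400 uM NADPH for 5 min at room temperature, then incubated with compound for 15 min. After 400 uM selenite was added, NADPH fluorescence (Ex 340/Em 450 nm) was followed for 8 min.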
PI4K2A inh: PI4K2A (human) kinase inhibition; purified PI4K2A, ADP-Glo luminescence, 1 h; active compounds read low; activity change, negative = inhibition, % at 76.9 µM; actives 0.13% (n = 420,000); AID 1346378; Q9BTU6; in the data active means activity change below about -50%; inconclusive means mostly about -30% to -49%;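 further: -100% = wells without enzyme as full effect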
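Compounds are screened against recombinant PI4K2A using PI as substrate and ATP, the latter dispensed at 300 microM. Reactions run one hour at ambient temperature before ADP-Glo detection; full inhibition defined by wells lacking enzyme.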
D2 ag: activates the human D2 dopamine receptor; actives 0.53% (n = 340,000); HEK293 T-REx D2 cells, calcium flux agonist mode; AID 485358; activation, % at 2 µM;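 active means activation over 3 SD above normal in the single-dose calcium agonist read, cut at about 30% in these data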; further: 0% is about no effect
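Calcium-flux readout, 1 cycle/sec over 180 s following compound pin transfer, in inducible HEK293 Trex D2 cells (force-coupled); dopamine controls included. Positive calcium responses during this window marked compounds as potential agonists.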
USP1-UAF1 inh: inhibitors of human USP1/UAF1 deubiquitinase; O94782; recombinant USP1/UAF1, Ub-Rhodamine cleavage fluorescence; Potency, µM (top dose mostly 57.1 µM), inactives show at the top dose activity change, negative = inhibition, usual class: inhibitors; actives 0.23% (n = 390,000); AID 743255; further: potency means the concentration at half of the fitted maximal effect; on the % scale 0 is the no-effect control and ±100 the full control effect; nearly all actives have a fitted effect of over 60% in size; inactives centre near -12
Target sequence (O94782 whole entry, looked up): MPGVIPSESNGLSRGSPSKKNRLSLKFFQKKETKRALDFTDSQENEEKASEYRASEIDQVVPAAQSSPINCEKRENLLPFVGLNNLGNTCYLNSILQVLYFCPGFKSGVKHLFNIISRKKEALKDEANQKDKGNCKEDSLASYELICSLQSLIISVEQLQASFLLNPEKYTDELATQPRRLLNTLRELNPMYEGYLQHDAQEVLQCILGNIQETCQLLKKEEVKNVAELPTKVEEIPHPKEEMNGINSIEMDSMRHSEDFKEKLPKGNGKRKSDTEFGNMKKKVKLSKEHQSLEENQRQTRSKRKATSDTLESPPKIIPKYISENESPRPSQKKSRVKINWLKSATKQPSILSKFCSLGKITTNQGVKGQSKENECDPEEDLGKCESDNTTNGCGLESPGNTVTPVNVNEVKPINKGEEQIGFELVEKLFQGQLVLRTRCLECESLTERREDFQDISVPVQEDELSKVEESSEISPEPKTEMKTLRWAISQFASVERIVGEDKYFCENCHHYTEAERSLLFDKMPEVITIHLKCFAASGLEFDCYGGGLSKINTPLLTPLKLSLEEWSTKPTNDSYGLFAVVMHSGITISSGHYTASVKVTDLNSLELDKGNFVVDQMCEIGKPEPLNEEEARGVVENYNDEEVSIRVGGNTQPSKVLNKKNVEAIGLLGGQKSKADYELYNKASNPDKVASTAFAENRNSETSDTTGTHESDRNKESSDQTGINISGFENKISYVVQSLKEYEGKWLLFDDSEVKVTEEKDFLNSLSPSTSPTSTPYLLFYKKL
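1 nM enzyme complex + cpd, 15 min RT; start with Ub-Rho 150nM final; kinetic fluorescence ex 480/em 540, 6 reads q60 s. Buffer 50mM HEPES pH 7.8, 0.5mM EDTA, 0.1 mg/ml BSA, 1mM TCEP, 0.01% Tween-20.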
D2 antagonist: D2 dopamine receptor (human) antagonism | HEK293 TREx D2 cells, calcium flux, dopamine EC80 | actives 2% (n = 340,000) | AID 485344 | inhibition, % at 10 µM; in the data active means inhibition above about 30%; further: 0% is about no effect
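Tetracycline-induced HEK293 TREx cells expressing D2 receptor forced-coupled to calcium signalling, loaded with no-wash calcium dye. Compounds added and calcium flux read 180 s, then dopamine added at EC80 and read a further 180 s.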
IDH1 R132H inh: human IDH1 R132H inhibition | Potency, µM (series often up to 76.6 µM), for the others: top-dose activity change, negative = inhibition, most hits filed as inhibitors | IDH1-R132H enzyme, NADPH consumption, diaphorase/resazurin fluorescence | actives 0.093% (n = 390,000) | AID 602179 | O75874; further: potency means the concentration at half of the fitted maximal effect; on the % scale 0 is the no-effect control and ±100 the full control effect; nearly all actives have a fitted effect of over 65% in size
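IDH1-R132H (0.5 ug/mL dispensed) in pH 7.5 Tris buffer was preincubated 30 min with compound, then given a substrate mix of 0.016 mM NADPH and 2 mM alpha-KG for 80 min at room temperature; remaining NADPH was read by diaphorase/resazurin fluorescence.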
* = called active by the depositor; ? = inconclusive; · = not tested or not shown; [ ] = remark or other dose. Unless noted, the call rests on the fitted dose curve; in most records, active means well fitted inhibition curve with a large enough effect; inconclusive means small, poorly fitted or top-dose-only effect; inactive means no such curve, though single readings can be large or run the other way. Outcome played no part in choosing rows; overall some 3.9% were active at least once.

SMILES	TrxR1 substrate	TRHR PAM	TRHR ag	rTrxR1 inhibitor	PI4K2A inh	D2 ag	USP1-UAF1 inh	D2 antagonist	IDH1 R132H inh
O=C(NCc1ccccc1)C1=C[C@@H](c2csc3ccccc23)C[C@@H](OCc2ccc(CO)cc2)O1	10%[57.1 µM]	4	0.7	9%[57.1 µM]	-2	0.7	-18%	-13	6%
O=C(COC(=O)c1ccc(O)cc1O)c1ccc2c(c1)OCO2	-9%	-10	0.4	-13%	1	-0.1	-15%	6	7%
CC(C)NC(=O)C(=O)Nc1cc2c3c(c1)C(C)C(=O)N3CCC2 (centres undefined)	-2%	10	-0.7	13%	2	-0.3	-14%	-3	-6%
O=C(CCc1nc2ccccc2c(=O)[nH]1)N1CCN(S(=O)(=O)c2cccc(F)c2)CC1	-5%	2	-0.1	-16%	-18	0.1	-4%	7	1%
Cc1ccc2nc(NC(=O)CSc3nnc(C)c(=O)n3N)sc2c1	-5%	-1	-0.1	-6%	3	-0.6	1%	5	-1%
Cc1ccc(NC(=O)CN2C(=O)c3cccnc3Sc3ccccc32)c(Br)c1	1%	-4	-0.5	-1%	3	0.0	-18%	·	·
CCCC1CC(C)(/C(C)=N\NC(N)=S)OC1=O (centres undefined)	3%	-3	-0.1	-3%	-3	0.8	-16%	2	8%
CCC(=O)N1CCC2(CC1)Oc1ccc(F)cc1C(=O)C21CC(c2ccccc2)=NO1 (centres undefined)	-2%	0	-0.1	5%	-2	-0.5	-28%	9	-4%[38.3 µM]
O=C(CSc1ncccc1C(=O)O)NC1CCCCCCC1	2%[57.1 µM]	9	0.7	17%[57.1 µM]	-2	1.6	-8%	-4	-6%
N#CC1=C(N)C(C#N)(C#N)[C@H](c2cccnc2)[C@H]2CN(C(=O)OCc3ccccc3)CC=C12	-5%	2	-0.7	-8%	-2	-1.4	0%	19	-2%
Cc1ccc(OCC(=O)Nc2ccc3nc(SCCOc4ccccc4)sc3c2)cc1	-6%	1	2.1	15%	3	0.4	3%	·	4%
CCCCNc1nc2ccccc2nc1NS(=O)(=O)c1cccs1	8%	1	-0.1	11%	-6	0.3	-7%	2	8%
O=C(NCC(=O)N1CCN(C(=O)c2ccccc2)CC1)c1ccc(Cl)cc1Cl	6%	6	-0.9	43%[activator]	6	-0.5	-15%	25	-7%
COc1ccccc1NC(=O)C(C)OC(=O)CCCN=C1NS(=O)(=O)c2ccccc21 (centres undefined)	5%	9	-0.6	9%	-4	-0.2	-13%	5	8%
Cc1nn(C)c(C)c1S(=O)(=O)NC1CCCC1	9%[57.1 µM]	2	0.2	15%[57.1 µM]	-2	0.5	6%	-9	3%
CC(=O)Nc1ccc(C(=O)NNC(=O)c2ccc(Cl)cc2)cc1	6%	-2	1.0	16%	1	-2.3	-25%	19	0%
O=C(NN1c2ccccc2CCc2ccccc21)c1ccccc1Br	-4%[57.1 µM]	1	-0.2	12%[57.1 µM]	2	·	-1%	·	7%
Cn1cc(CNC(=O)CC2C(=O)NCCN2CC(C)(C)C)cn1 (centres undefined)	3%[57.1 µM]	-2	-0.6	-9%[57.1 µM]	2	-0.2	-15%	12	-9%
CN(C)CCN(C(=O)c1ccc(C(=O)c2ccccc2)cc1)c1nc2cc3c(cc2s1)OCO3	3%	2	0.0	11%	-10	0.1	-9%	-5	9%
Cc1cc(C)c2c(N)c(C(=O)Nc3ccc([N+](=O)[O-])cc3)sc2n1	3%	-5	-0.7	27%	-7	-0.3	-7%	2	1%
O=C(COC(=O)c1cnccn1)Nc1cccc2ccccc12	-5%	-7	-0.2	0%	-3	3.0	-15%	-13	-4%
CCOC(=O)c1c(C)[nH]c(C)c1C(=O)COC(=O)c1c(OC)cccc1OC	-3%	6	-1.0	-2%	1	0.2	-5%	-6	-7%
O=C(CN1CCOCC1)NNC(=O)c1ccc([N+](=O)[O-])cc1	5%	2	0.4	32%	0	0.3	-28%	-7	-12%
CCOc1ccccc1CNC(=O)c1nn(CC)cc1[N+](=O)[O-]	-5%	0	-0.6	-6%	5	1.0	-5%	9	5%
NC(=O)C1CCN(C(=O)COc2ccc3c(c2)oc(=O)c2ccccc23)CC1	198%[activator]	0	0.2	14%	84	1.8	-17%	-21	-3%
CN(CC(=O)Nc1cccc(F)c1)CC(=O)N1CCCCC1	4%	-4	0.2	21%	4	-0.2	-22%	-1	-12%
CC(NCCc1ccc(S(N)(=O)=O)cc1)C(=O)NCc1ccccc1 (centres undefined)	1%	13	-0.6	3%	-3	0.7	-12%	8	-9%
Nc1cc(N)nc(SCCN2CCCCC2)n1	4%[57.1 µM]	2	-0.3	7%[57.1 µM]	6	-0.4	-1%	-1	7%
COCCn1c(=O)[nH]c2cc(C(=O)NCc3ccccc3)ccc2c1=O	10%	3	0.3	-4%	-2	0.4	1%	6	4%
COC(=O)c1ccc(NC(=O)c2c(NCc3ccc(C)o3)sc3c2CCCC3)cc1	-1%[57.1 µM]	3	0.2	-17%[57.1 µM]	-6	0.5	?	·	-23%
O=S1(=O)C=C(Sc2nc3ccccc3s2)c2ccccc21	0%[57.1 µM]	-1	1.9	2.5µM*	-14	2.0	-10%	-4	11%
CCOC(=O)Cc1c(C)c2c(C)nn(-c3ccccc3)c2oc1=O	3%	9	-0.4	-11%	-15	0.0	-8%	-19	-1%
Nc1cc(S(=O)(=O)Nc2ccccc2Cl)ccc1N1CCOCC1	2%	3	0.6	11%	4	0.5	-13%	1	-3%
COc1ccccc1-c1cc(C(F)(F)F)nc(S(=O)(=O)CCCC(=O)N2CCOCC2)n1	11%	1	-0.9	?	17	0.2	-24%	-8	0%
CCOc1ccc(CCNC(=O)CS(=O)Cc2nc(-c3ccccc3C)oc2C)cc1OCC (centres undefined)	2%	23	0.6	?	-2	-3.0	-10%	-11	-4%
COc1cccc(C(=O)Nc2nnc(-c3ccc(Cl)cc3)o2)c1	-6%	5	-0.2	-4%	-10	2.4	-24%	-8	-10%

Reformatted bar-delimited: part of the list above.
SMILES | TrxR1 substrate | TRHR PAM | TRHR ag | rTrxR1 inhibitor | PI4K2A inh | D2 ag | USP1-UAF1 inh | D2 antagonist | IDH1 R132H inh
CCC(=O)N1CCC2(CC1)Oc1ccc(F)cc1C(=O)C21CC(c2ccccc2)=NO1 (centres undefined) | -2% | 0 | -0.1 | 5% | -2 | -0.5 | -28% | 9 | -4%[38.3 µM]
Nc1cc(N)nc(SCCN2CCCCC2)n1 | 4%[57.1 µM] | 2 | -0.3 | 7%[57.1 µM] | 6 | -0.4 | -1% | -1 | 7%

Further results:
SMILES	TrxR1 substrate	TRHR PAM	TRHR ag	rTrxR1 inhibitor	PI4K2A inh	D2 ag	USP1-UAF1 inh	D2 antagonist	IDH1 R132H inh
O=C(c1ccc(Cl)cc1)c1cnc(-c2ccccc2)s1	0%	·	·	13%	1	·	-1%	·	-1%
Cc1cccc(N(C)C(=O)c2cc(S(=O)(=O)N3CCc4ccccc43)cn2C)c1	0%[57.1 µM]	-4	-0.6	9%[57.1 µM]	-3	-0.2	-9%	-8	8%
Clc1ccc(OCc2nnc(SCc3nnc(-c4ccccc4)o3)o2)c(Cl)c1	-6%	13	-0.3	3%	-1	0.0	-13%	2	-1%
CCOC(=O)[C@H]1[C@H]2COc3cc(OC)ccc3[C@@H]2N2C(=O)c3cc(OC)c(OC)cc3NC(=O)[C@@]12C	-7%	4	0.0	11%	-1	0.1	-18%	0	-9%
O=S(=O)(c1ccc(F)cc1)N1CCN(c2nc(-c3cccnc3)nc3ccccc23)CC1	3%	2	0.0	7%	-2	0.4	-15%	-19	-1%
CCN(CCCNC(=O)c1nn(-c2ccc(C)cc2)c(=O)c2c1c1ccccc1n2C)c1cccc(C)c1	2%	4	1.0	12%	1	-0.6	9%	·	·
CC(=O)N1CCC(N(C(=O)Nc2ccc(C)c(F)c2)C(C)C)CC1	-6%	-1	-0.3	-5%	-1	-1.4	-15%	·	13%
COc1ccc(-c2nc(C(F)(F)F)c(OC)o2)cc1OC	11%[57.1 µM]	2	-0.2	2%[57.1 µM]	3	1.3	-11%	0	5%
O=C(NCC1CCCO1)c1ccccc1-c1nc(-c2ccccc2Cl)no1 (centres undefined)	4%	-7	-0.3	12%	13	0.1	-16%	5	-6%
COC(=O)CSc1[nH]c2ccccc2c1[N+](=O)[O-]	-4%	-2	-0.1	?	-2	·	-4%	·	5%

Gathered by group, the compounds so far containing an aryl thioether with sulfur outside any ring.
SMILES	TrxR1 substrate	TRHR PAM	TRHR ag	rTrxR1 inhibitor	PI4K2A inh	D2 ag	USP1-UAF1 inh	D2 antagonist	IDH1 R132H inh
Cc1ccc2nc(NC(=O)CSc3nnc(C)c(=O)n3N)sc2c1	-5%	-1	-0.1	-6%	3	-0.6	1%	5	-1%
O=C(CSc1ncccc1C(=O)O)NC1CCCCCCC1	2%[57.1 µM]	9	0.7	17%[57.1 µM]	-2	1.6	-8%	-4	-6%
Cc1ccc(OCC(=O)Nc2ccc3nc(SCCOc4ccccc4)sc3c2)cc1	-6%	1	2.1	15%	3	0.4	3%	·	4%
Nc1cc(N)nc(SCCN2CCCCC2)n1	4%[57.1 µM]	2	-0.3	7%[57.1 µM]	6	-0.4	-1%	-1	7%
O=S1(=O)C=C(Sc2nc3ccccc3s2)c2ccccc21	0%[57.1 µM]	-1	1.9	2.5µM*	-14	2.0	-10%	-4	11%
Clc1ccc(OCc2nnc(SCc3nnc(-c4ccccc4)o3)o2)c(Cl)c1	-6%	13	-0.3	3%	-1	0.0	-13%	2	-1%
COC(=O)CSc1[nH]c2ccccc2c1[N+](=O)[O-]	-4%	-2	-0.1	?	-2	·	-4%	·	5%
